Assay outcomes from PubChem.
KCNQ2 block: KCNQ2 channel blockers in CHO-K1 cells – cell-based, FluxOR thallium flux, B-score, primary screen (AID 2156); 20 min; active compounds read low; B-score at 10 µM; 310,000 compounds, 1.1% hits;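 active means fluorescence ratio B-score at most minus 3 library SDs, with starting brightness B-score within 2 library SDs, cut at about -5.5 in these data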
Target sequence (O88943 whole entry, looked up): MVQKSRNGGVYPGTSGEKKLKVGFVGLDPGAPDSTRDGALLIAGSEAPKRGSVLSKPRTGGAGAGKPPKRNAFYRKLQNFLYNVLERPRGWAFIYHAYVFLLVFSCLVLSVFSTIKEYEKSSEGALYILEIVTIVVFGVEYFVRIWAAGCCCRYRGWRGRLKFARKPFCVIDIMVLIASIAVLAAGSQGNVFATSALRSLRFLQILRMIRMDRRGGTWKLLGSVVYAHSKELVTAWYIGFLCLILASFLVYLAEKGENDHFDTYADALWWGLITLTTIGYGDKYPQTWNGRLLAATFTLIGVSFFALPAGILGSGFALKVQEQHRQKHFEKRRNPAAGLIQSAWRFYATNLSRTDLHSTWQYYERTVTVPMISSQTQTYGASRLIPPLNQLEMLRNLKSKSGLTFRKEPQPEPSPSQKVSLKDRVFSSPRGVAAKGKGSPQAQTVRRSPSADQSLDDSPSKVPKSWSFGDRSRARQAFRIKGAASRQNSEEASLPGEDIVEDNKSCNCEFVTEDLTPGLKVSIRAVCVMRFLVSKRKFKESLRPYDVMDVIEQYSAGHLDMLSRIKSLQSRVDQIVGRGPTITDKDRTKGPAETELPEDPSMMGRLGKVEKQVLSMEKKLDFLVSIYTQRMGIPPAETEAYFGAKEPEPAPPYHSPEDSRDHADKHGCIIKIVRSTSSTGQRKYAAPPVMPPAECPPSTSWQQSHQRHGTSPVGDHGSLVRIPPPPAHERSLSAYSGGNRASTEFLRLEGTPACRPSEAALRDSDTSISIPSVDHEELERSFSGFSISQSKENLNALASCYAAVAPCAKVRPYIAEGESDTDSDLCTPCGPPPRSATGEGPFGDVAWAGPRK
Kir21 block: inhibitors of mouse Kir2.1 inward-rectifier potassium channel; AID 1672; P35561; HEK293-Kir2.1, FluxOR thallium flux fluorescence; active compounds read low; 310,000 compounds, 0.85% hits; B-score at 10 µM;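 active means fluorescence ratio B-score at or below minus 3 SD of library scores, with starting-brightness B-score within 2 SD, cut at about -4.2 in these data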;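 further: channel flux triggered by added potassium and thallium sulfate stimulus; B-score of peak minus minimum fluorescence over baseline after thallium stimulus; more negative B-score means stronger Kir2.1 block with less thallium influx; some compounds called inactive have numbers as strong as hits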
Numbers without * were called inactive; i = inactive.

Structure	KCNQ2 block	Kir21 block
CC1=CN2C(=NC(=O)CC2(C)C(=O)N(CC(=O)NC2CCCC2)c2ccccc2C)C=C1 (stereo unspecified)	i	-0.5
O=C(N/N=C/c1cc([N+](=O)[O-])ccc1O)C(O)(c1ccccc1)c1ccccc1	i	2.1
COc1ccccc1CP(=O)(c1ccccc1)c1ccccc1	i	-0.15
CCN1CCN(CCc2nc3cc(NC(=O)COc4ccccc4)ccc3n2C)CC1	i	0.44
N#Cc1c(Nc2ccc(Cl)cc2)s[nH]c1=O	i	-0.03
O=C(Nc1ccc2nc(C3CC3)n(Cc3ccccc3)c(=O)c2c1)C1CC1	i	0.03
O=C(Cn1nc(C(=O)O)c2ccccc2c1=O)NCC1CCCO1 (stereo unspecified)	i	0.66
Cc1ccc(NC(=O)C2CCN(S(=O)(=O)c3ccc4c(c3)NC(=O)CO4)CC2)cc1	i	-0.77
COc1ccc(O)c(C(=O)c2cnc3c(c2)CN(C)C(=O)N3)c1	i	2.5
COc1ccc(-n2ncc(C(C)NS(=O)(=O)c3ccc(C)s3)c2C)cc1 (stereo unspecified)	i	-2.9
CC(C)N(Cc1nccn1C)C(=O)c1cc(COc2ccc(F)cc2Cl)on1	i	-0.44
O=C(CCN1CCOCC1)c1ccc2c(c1)OCCO2	-7.4*	-1
COc1cccc(Cn2c(NCc3ccco3)nc3c2c(=O)n(C)c(=O)n3C)c1	i	-0.63
CCOCCOc1cccc(C(=O)NC(C)c2ccc3ccccc3c2)c1 (stereo unspecified)	i	0.09
O=C(O)Cn1cc(/C=N/Nc2ccc([N+](=O)[O-])cn2)c2ccccc21	i	0
O=C(COC(=O)Cc1ccc(Cl)cc1)Nc1ccccc1-c1ccccc1	i	-1.6
CC1(c2ccccc2)CC(C)(C)N2C(=O)Cc3cccc1c32 (stereo unspecified)	-7.7*	-2.2
COc1cc(OC)c(OC)cc1CN1CCCC(C(=O)N2CCCCC2)C1 (stereo unspecified)	i	0.16
COc1ccccc1NC(=S)N(Cc1ccccc1)Cc1ccccn1	i	0.64
COc1ccc2nc(NC(=O)CC3Oc4ccccc4NC3=O)sc2c1 (stereo unspecified)	i	0.79
O=C(CCN1C(=O)c2ccccc2C1=O)OCn1nnc2ccccc2c1=O	i	0.14
O=C(N/C(=C\c1cccs1)C(=O)N1CCCCCC1)c1ccccc1	i	-0.7
CN1C(C(=O)NCCc2cccs2)CC2Cn3c(nc4cc5ccccc5cc43)C21 (stereo unspecified)	i	-0.07
Clc1ccc(-c2nnc(SCc3nc4ccccc4[nH]3)o2)c(Cl)c1	i	-0.31
Cc1ccc2nsnc2c1NC(=O)c1ccccc1[N+](=O)[O-]	i	2.2
Cc1c(C)c2c(OCC(=O)N[C@@H](C)C(=O)O)cc3c(c2oc1=O)CCC(C)(C)O3	i	0.59
O=C(NCCCn1ccnc1)C(=O)NCC(c1cccnc1)N1CCN(c2ccc(F)cc2)CC1 (stereo unspecified)	i	-0.01
CSCCC(NC(=O)c1ccc(Cl)cc1)C(=O)O (stereo unspecified)	i	0.02
COC(=O)[C@@H]1C[C@@]2(O)[C@@H](O)[C@@H](O)[C@@H](O)C[C@H]2N1Cc1ccc(C)s1	i	0.55
COc1ccc(C(C(=O)NC2CCCC2)N(CC2CCCO2)C(=O)Cn2nnc(-c3ccc(C)o3)n2)cc1 (stereo unspecified)	i	1.4
ClCC1=Nc2cccc3cccc(c23)N1	i	-0.63
CCC(/C=N/NC(=O)c1ccccc1F)CC	i	-3.7
Cc1cccc(OCCN2C(=O)C(=O)c3cc(C)ccc32)c1	i	-0.27
Cc1nn(C)cc1CN(C)C(=O)c1cc(-c2ccccc2)nc2ccc(Br)cc12	i	-1.2
COc1cc(/C=C/C(=O)CC(=O)/C=C/c2ccc(O)c(OC)c2)ccc1O	i	-1.2
COCCNC(=O)COC(=O)c1[nH]c(C)c(C(C)=O)c1C	i	-1.6
COc1ccc(C(=O)NN(c2ccccc2)c2ccccc2)cc1	i	0.03
Cc1ccc(N2CCN(C3=NC(=O)/C(=C\c4cccs4)S3)CC2)cc1	i	1.2
COc1ccc(C(=O)NCc2ccc3c(c2)OCO3)cc1S(=O)(=O)NCc1ccc(Cl)cc1	i	0.51
Cc1ccc(S(C)(=O)=O)cc1C(=O)NC(C)C1CC2CCC1C2 (stereo unspecified)	i	1.3
Cc1cc(C(=O)NP(=O)(N2CCOCC2)N2CCOCC2)c(C)n1-c1ccc(N(C)C)cc1	i	-0.3
CN1/C(=C\C(=O)COc2ccc3c(c2)OCO3)C(C)(C)c2ccccc21	i	-0.19
O=C(CSc1nc2ccc(NC(=O)CSc3nnnn3-c3ccccc3)cc2s1)Nc1ccccc1	i	1.2
COc1cccc(C2C(C(=O)c3cc4cccc(OC)c4o3)=C(O)C(=O)N2c2cc(C)on2)c1OC (stereo unspecified)	i	1.3
COc1cccc(N=c2oc3cc(O)ccc3cc2C(=O)NCC2CCCO2)c1 (stereo unspecified)	i	0.07
Cc1cc(C)n(C(=O)CN2C(=O)CCC2=O)n1	i	0.66
S=C(NCCc1ccccc1)N/N=C/c1ccccc1Cl	i	-1.4
Cc1ccn2c(=O)c(C(=O)NCCC3=CCCCC3)c(O)nc2c1	i	0.77
CC(C)(O)CC[C@@H](O)[C@](C)(O)[C@H]1CC[C@@]2(O)C3=CC(=O)[C@@H]4C[C@@H](O)[C@@H](O)C[C@]4(C)[C@H]3CC[C@]12C	i	0.64
O=C(CN1CCN(Cc2ccccc2Cl)C1=O)NC1CCCCCC1	i	0.65
CCNS(=O)(=O)c1ccc(CCC(=O)NCCC2=CCCCC2)cc1	i	-0.01
Cc1cc(OCC(=O)NCc2nc(-c3ccccc3)no2)c(C)cc1Br	i	0.15
CCC(C)[C@H](NC(=O)OC(C)(C)C)C(=O)N/N=C/c1ccc2nccnc2c1 (stereo partly specified)	i	1.1
CC(CCc1ccccc1)NC(=O)C(=O)NCc1ccccc1 (stereo unspecified)	i	-0.02
CCc1ccccc1NC(=O)c1ccc(S(=O)(=O)NCC2CCCO2)cc1 (stereo unspecified)	i	3.6
COc1ccc(C2CC(c3cccc(C)c3)n3ncnc3N2)cc1 (stereo unspecified)	i	0.05
COc1cccc(C(CC(=O)NCCN2CCOCC2)NS(=O)(=O)c2ccc(C)cc2)c1OC (stereo unspecified)	i	3.8
COc1ccc(C2CC(c3ccccc3)Nc3nc(N)nn32)cc1 (stereo unspecified)	i	-1.1
CC(C)Cn1c(SCC(=O)NC2CCCc3ccccc32)nc(O)cc1=O (stereo unspecified)	i	-0.62
COc1ccc(/C=C/CN2CCN(Cc3ccc(F)cc3)C(CCO)C2)cc1 (stereo unspecified)	i	-0.64

Going on with the list:
Structure	KCNQ2 block	Kir21 block
CCCNC(=O)CS(=O)Cc1nc(-c2ccc(OC)cc2)oc1C (stereo unspecified)	i	-0.92
COCCNC(=O)/C(C#N)=C/c1cc(Br)c(O)c(OC)c1	i	-2.1
COC(=O)c1cc(S(=O)(=O)N2CCN(c3cc(C)ccc3C)CC2)c[nH]1	i	-1.9
Cc1cc([N+](=O)[O-])ccc1NC(=O)C(C)[n+]1ccccc1 (stereo unspecified)	i	-0.01
COC(=O)CSc1nc(C)c(C(=O)Nc2ccccc2C)c(-c2ccc(Cl)cc2)c1C#N	i	0
Cc1ccc(C2CC(=O)Nc3c2ccc2ccccc32)cc1[N+](=O)[O-] (stereo unspecified)	i	0.24
CCCCCn1c(CN(C)Cc2ccccc2)nc2c1c(=O)n(C)c(=O)n2C	i	-2.4
COc1cc(C(=O)NCC(=O)OCC(=O)N2CCc3ccccc32)cc(OC)c1OC	i	0.83
O=C1c2oc3ccc(F)cc3c(=O)c2C(c2ccc(F)cc2)N1CCCN1CCOCC1 (stereo unspecified)	i	0.06
Cc1c(NC(=O)Nc2ccc(C#N)cc2)c(=O)n(-c2ccccc2)n1C	i	0.9
Cc1ccc2c(c1)N(CC(=O)N1CCCc3ccccc31)C(=O)CO2	i	1.8
Cc1cc(N/N=C/c2cccc(F)c2)nc(NCc2ccccc2)n1	i	0.14
Cc1nc(NC(=O)C2CCCC2)sc1Cc1ccc2c(c1)OCO2	i	1
O=C(CN1C(=O)NC2(CCCc3ccccc32)C1=O)Nc1cc(F)ccc1F (stereo unspecified)	i	0.02
Oc1cccc(/C=N/N2CCCCC2)c1O	i	-0.45
CC(O)CCC(=O)NCCNC(=O)CCC(C)O (stereo unspecified)	i	-0.38
O=C(NC1CCCC1)c1cc(Cl)ccc1[N+](=O)[O-]	i	0.36
CCOC(=O)CSc1nnc(-c2ccoc2C)n1-c1ccc(OCC)cc1	i	-2.5
O=C(Nc1ccc(NC(=O)c2ccccc2O)cc1)Nc1ccc(F)cc1F	i	-0.32
COc1ccccc1C(=O)Nc1cccc(SC)c1	i	1
Cc1ccc(NC(=O)CNc2ccc(Cl)cc2F)cc1	i	0.23
CCNS(=O)(=O)c1ccc(NC(=O)c2ccc(Cn3cc(Br)cn3)o2)cc1	i	-1.9
CCCC(C)NC(=O)c1ccc(-c2ccccc2)cc1 (stereo unspecified)	i	0.59
CC(C)Oc1cccc(C(=O)C2CCCN(C(=O)c3ccsc3)C2)c1 (stereo unspecified)	i	-0.9
N#Cc1c(N)sc2c1CCCCCC2	i	2.1
COc1ccc(-c2nnc(SC)n2C)cc1	i	-0.65
O=C(CSc1cccc[n+]1[O-])C12CC3CC(CC(C3)C1)C2	i	0.45
O=C(C1CCCN(S(=O)(=O)c2ccccc2)C1)N1CCN(c2ccc(F)cc2)CC1 (stereo unspecified)	i	1.4
O=C1N/C(=C/c2cccs2)C(=O)N1Cc1ccc(F)cc1	i	0.03
CC1C(=O)N2CCCc3cc(NC(=O)CC(C)(C)C)cc1c32 (stereo unspecified)	i	0.17

Molecules from the list above that contain a tert-butyl group:
Structure	KCNQ2 block	Kir21 block
CCC(C)[C@H](NC(=O)OC(C)(C)C)C(=O)N/N=C/c1ccc2nccnc2c1 (stereo partly specified)	i	1.1
CC1C(=O)N2CCCc3cc(NC(=O)CC(C)(C)C)cc1c32 (stereo unspecified)	i	0.17

The list goes on.
Structure	KCNQ2 block	Kir21 block
O=CN1Cc2[nH]c3ccccc3c2N(c2ccc(Cl)cc2)C1=O	i	-1.1
Cc1cccc(NC(=O)c2ccc(C3SCC(=O)N3CCc3ccccc3)cc2)c1C (stereo unspecified)	i	0.35
CC(=O)Nc1c(NC(=O)CC#N)[nH]c2c(c1=O)c(=O)n(C)c(=O)n2C	i	-0.11
CC(=O)c1ccc(-c2ccc(/C=C(/Sc3n[nH]c(C)n3)C(=O)O)o2)cc1	i	0.29
CCc1ccc(-c2n[nH]c(=O)c3ccccc23)cc1	i	0.67
CN(C)C=Nc1nonc1-c1ccc(Cl)cc1	i	-0.02
Cc1cccc(NS(=O)(=O)c2cccc(C(=O)N3CC(C)OC(C)C3)c2)c1 (stereo unspecified)	i	1.1
NC(=NCc1ccco1)NC(=O)c1ccccc1	i	-0.08
Cn1c(Cl)nc2ccccc21	i	0.95
O=C(NC(=S)NCCN1CCOCC1)c1cccc(Cl)c1	i	-0.46
Cn1cccc1/C=C(\C#N)c1ccccc1	i	0.64
CN(CC(=O)Nc1ccccc1Cl)C(=O)COC(=O)/C=C/c1ccc(C(F)(F)F)cc1	i	-0.81
O=C(Nc1nnc(-c2ccc(F)cc2)s1)c1ccco1	i	0.68
COc1ccc(-c2nnc(NC(=O)c3ccc(S(=O)(=O)N4COCC4(C)C)cc3)o2)cc1	i	0.9
O=S(=O)(/N=C(/c1ccccc1)N1CCOCC1)c1ccc(F)cc1	i	-0.05
CC(=O)N1c2ccccc2C2(O)N=C(C)SC12 (stereo unspecified)	i	-1.6
COC(=O)c1cc2c(=O)n3ccccc3nc2n(Cc2cccnc2)c1=N	i	-0.61
Cc1ccc(NC(=O)NCc2ccccn2)c(C)c1	i	-0.26
CCOC(=O)C1=C(C)NC(=O)NC1c1ccc(OC)c(Cl)c1 (stereo unspecified)	i	0.4
Cc1cc(=O)oc2cc(OCC(O)CN3CCN(c4ccccc4)CC3)ccc12 (stereo unspecified)	i	0.11
Cc1ccc(Cc2nc3ccccc3[nH]2)cc1	i	1.4
CC(=O)N1c2ccc(S(=O)(=O)N3CCCCC3)cc2CC1C(=O)NCc1cccc(Cl)c1 (stereo unspecified)	i	0.55
Cc1cccc(C)c1N1CCN(c2n[nH]c(N)n2)CC1	i	-0.08

Compound profiles (already shown). Order of screens: KCNQ2 block | Kir21 block
NC(=NCc1ccco1)NC(=O)c1ccccc1 is listed as i | -0.08
CCOC(=O)C1=C(C)NC(=O)NC1c1ccc(OC)c(Cl)c1 (stereo unspecified) is listed as i | 0.4
CN(CC(=O)Nc1ccccc1Cl)C(=O)COC(=O)/C=C/c1ccc(C(F)(F)F)cc1 is listed as i | -0.81
CN(C)C=Nc1nonc1-c1ccc(Cl)cc1 is listed as i | -0.02

KCNQ2 block, hit marks shown above
Structure	KCNQ2 block	Kir21 block
O=C(CCN1CCOCC1)c1ccc2c(c1)OCCO2	-7.4*	-1
CC1(c2ccccc2)CC(C)(C)N2C(=O)Cc3cccc1c32 (stereo unspecified)	-7.7*	-2.2
